RGS7-Gao reg: RGS7-Galphao binding modulators, primary screen, biochemical, multiplexed bead flow cytometry; actives lie on both sides; binding response (% of control), % at 10 µM; 220,000 compounds, 0.35% hits; in the data active means binding response below about 49% or above about 150%; inconclusive means no clear call, values can overlap the other calls; inactive means in between;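 further: fluorescent Galphao held in activated GDP-AlF4 state binding bead-coupled RGS7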
Target sequence (P09471 whole entry, looked up): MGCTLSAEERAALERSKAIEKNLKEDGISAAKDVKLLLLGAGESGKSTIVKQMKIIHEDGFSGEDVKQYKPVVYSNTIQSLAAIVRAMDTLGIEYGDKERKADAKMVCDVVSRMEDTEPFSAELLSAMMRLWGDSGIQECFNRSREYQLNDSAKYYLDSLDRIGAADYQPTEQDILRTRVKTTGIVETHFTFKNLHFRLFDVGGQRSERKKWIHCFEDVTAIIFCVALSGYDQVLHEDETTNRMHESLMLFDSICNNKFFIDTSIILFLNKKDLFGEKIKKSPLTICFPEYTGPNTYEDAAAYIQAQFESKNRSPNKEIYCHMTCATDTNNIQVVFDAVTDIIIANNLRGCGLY
ABCB1 block: ABCB1 efflux pump inhibitors, primary screen, cell-based, multiplex, flow cytometry, ABCG2 counter-screen | CCRF-Adr cells, JC-1 efflux | inhibition, % at 6.6 µM | 190,000 compounds, 0.067% hits; in the data active means inhibition above about 40%;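 further: 0% = vehicle and 100% = reference inhibitor; higher value means more JC-1 retained so stronger ABCB1 efflux block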
Pf gametocyte: late stage P. falciparum gametocyte viability inhibitors, primary screen, ATP luminescence, HTS; P. falciparum stage V gametocytes, 24 h; inhibition, % at 10.9 µM; 150,000 compounds, 0.065% hits;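 active means inhibition above the mean plus 3 SD of compounds within the control limits, set per campaign, cut at about 38% in these data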;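 further: 0% = DMSO wells and 100% = medium only without gametocytes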
Mcl1 Noxa PPI: Mcl-1/Noxa binding inhibitors, primary screen, biochemical, TR-FRET, 1536-well | Induced myeloid leukemia cell differentiation protein Mcl-1 (Homo sapiens), Q07820 | TR-FRET Mcl-1/Noxa peptide binding, 2 h | inhibition, % at 21.7 µM | 220,000 compounds, 1.5% hits;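 active means compounds that cut the protein-peptide binding signal by more than 50% relative to plate controls in a single-dose test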;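 further: His-tagged Mcl-1 with rhodamine Noxa BH3 peptide and terbium anti-His antibody; 0% = Mcl-1 plus Noxa peptide wells and 100% = peptide-only wells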
Mcl1 Bid PPI: Mcl-1/Bid binding inhibitors, primary screen, biochemical, TR-FRET, 1536-well. Induced myeloid leukemia cell differentiation protein Mcl-1 (Homo sapiens), Q07820. TR-FRET Mcl-1/Bid-Dy647 peptide binding. inhibition, % at 21.7 µM. 220,000 compounds, 0.97% hits;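 active means compounds that cut the binding signal by more than half at the single screening dose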;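 further: His-tagged Mcl-1 with europium anti-His antibody binding Bid BH3 peptide; 0% = Mcl-1 plus peptide wells and 100% = peptide-only wells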
RGS4-Gao reg: modulators of RGS4 binding to Galphao, primary screen, biochemical, multiplexed bead flow cytometry. 220,000 compounds, 0.33% hits. AID 1415, 2008. binding response (% of control), % at 10 µM. Guanine nucleotide-binding protein G(o) subunit alpha (Homo sapiens), P09471. actives lie on both sides; in the data active means binding response below about 49% or above about 150%; inactive means in between;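 further: fluorescent Galphao activated with aluminum fluoride binding bead-coupled RGS4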
RGS8-Gao: RGS8-Galphao binding modulators, primary screen, biochemical, multiplexed bead flow cytometry; AID 1423, 2008; Guanine nucleotide-binding protein G(o) subunit alpha (Homo sapiens), P09471; actives lie on both sides; 220,000 compounds, 0.34% hits; response (percent of control binding), % at 10 µM; in the data active means response below about 60% or above about 140%; inactive means in between;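 further: Galphao activated as the GDP aluminium fluoride complex binding bead-coupled RGS8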
ABCG2 inh: ABCG2 efflux pump inhibitors, primary screen, multiplex with ABCB1, IgMXP3 cells, flow cytometry; JC-1 efflux; inhibition, % at 6.6 µM; 190,000 compounds, 0.1% hits; AID 1325, 2008;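 active means inhibition above 80%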;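 further: 0% = DMSO and 100% = nicardipine control wells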
Target sequence (Q9UNQ0 whole entry, looked up): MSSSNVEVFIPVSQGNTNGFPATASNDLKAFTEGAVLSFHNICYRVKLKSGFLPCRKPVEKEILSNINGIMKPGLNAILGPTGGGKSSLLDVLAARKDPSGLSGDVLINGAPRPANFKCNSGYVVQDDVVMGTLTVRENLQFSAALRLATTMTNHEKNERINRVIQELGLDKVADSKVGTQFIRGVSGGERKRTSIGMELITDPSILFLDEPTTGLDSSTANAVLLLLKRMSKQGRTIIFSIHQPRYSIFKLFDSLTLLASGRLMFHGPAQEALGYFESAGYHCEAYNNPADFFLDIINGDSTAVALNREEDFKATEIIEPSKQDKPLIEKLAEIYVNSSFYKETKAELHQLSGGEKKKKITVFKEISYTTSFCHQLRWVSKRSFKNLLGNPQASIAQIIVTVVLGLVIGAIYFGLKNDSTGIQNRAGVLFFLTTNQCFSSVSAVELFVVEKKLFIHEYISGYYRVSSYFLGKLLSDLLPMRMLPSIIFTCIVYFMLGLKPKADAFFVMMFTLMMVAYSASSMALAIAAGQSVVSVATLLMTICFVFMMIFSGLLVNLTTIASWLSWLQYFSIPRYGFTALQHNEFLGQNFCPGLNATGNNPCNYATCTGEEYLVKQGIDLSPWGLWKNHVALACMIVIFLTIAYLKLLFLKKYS
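Times: 10 min at 25 °C | Test system: Two drug-resistant human cell lines, ABCG2 and ABCB1 | Quantity: 3 million cells/mL final, two lines in 1:1 ratio | Signal: Flow cytometry, 530 nm JC-1 signal | Dosing: Compound at 6.6 µM | Controls: Nicardipine and DMSO wells | Reagent: JC-1 as fluorescent efflux pump substrate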
Avidin fluor: green autofluorescence of compounds with avidin beads – biophysical, 488/530 nm, flow cytometry, artefact control, profiling panel | 220,000 compounds, 0.38% hits | compound fluorescence 488/530 nm; hits give high values | fluorescence (KMESF) at 10 µM; in the data active means fluorescence above about 47; further: inactives centre near 10
GSH fluor: compound fluorescence on glutathione beads, profiling panel, artefact control, biophysical, 488/530 nm, flow cytometry | GSH beads flow cytometry, compound fluorescence 488/530 nm; hits give high values | fluorescence (KMESF) at 10 µM | 190,000 compounds, 0.25% hits | AID 1776, 2009; in the data active means fluorescence above about 89;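 further: glutathione beads carrying GST-tagged Bcl family fusion proteins plus one bare bead set; values are compound well signal with DMSO vehicle wells as background; inactives centre near 16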
Mcl-1 Bim block: inhibitors of Bim peptide binding to Mcl-1, primary screen, biochemical, bead-based flow cytometry, multiplex | Induced myeloid leukemia cell differentiation protein Mcl-1 (Homo sapiens), Q07820 | Bim peptide-Mcl-1 binding | inhibition, % at 10 µM | 190,000 compounds, 0.1% hits | AID 1009, 2008; in the data active means inhibition above about 40%;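 further: 0% = no compound tracer wells and 100% = peptide blocker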
* hit, by the source's call; ? = inconclusive; nt = not tested or not shown.

SMILES	RGS7-Gao reg	ABCB1 block	Pf gametocyte	Mcl1 Noxa PPI	Mcl1 Bid PPI	RGS4-Gao reg	RGS8-Gao	ABCG2 inh	Avidin fluor	GSH fluor	Mcl-1 Bim block
Cc1cc(NC(=O)Cc2cn3ccsc3n2)n(-c2ccccc2)n1	103	0.8	nt	9	-15	105	100	3	42	15	-1
COC(=O)c1cn(-c2nc(C)c3c(n2)CCC3)nn1	?	-0.3	-1	9	-13	101	101	5	8	13	1
O=C(COC(=O)/C=C/c1ccc(S(=O)(=O)N2CCCCCC2)cc1)NCc1ccccc1Cl	103	0.1	nt	19	-17	101	102	-9	13	6	-4
COc1ccc(Nc2nnc(Cc3ccccc3)c(=O)[nH]2)c(OC)c1	99	-0.6	-10	25	-7	100	101	5	34	24	-6
COC(=O)C1=C(C)NC(C)=C(C(=O)OC)C1C(=O)OC(C)C(=O)c1ccccc1 (centres undefined)	?	0.1	1	-2	-22	101	103	2	10	16	0
CCOC(=O)N1CCC(NC(=O)CSCc2cnn(-c3ccccc3)c2-n2cccc2)CC1	112	1.8	nt	18	-8	106	103	7	19	10	-1
CC(=O)N1CCN(S(=O)(=O)c2cccc(C(=O)Nc3nc4ccccc4[nH]3)c2)CC1	100	0.1	5	6	-16	99	102	0	15	23	3
CCN(CC)c1ccc(-c2nnc(SCC(=O)Nc3ccccc3C#N)n2-c2ccccc2)cc1	105	0.7	nt	-12	-21	104	102	2	29	20	-2
CCCSC1=C(C#N)C(c2cccnc2)C(C(=O)OCC)=C(c2ccccc2)N1 (centres undefined)	111	1.5	15	12	-6	106	104	3	4	20	-1
CCOC(=O)c1c(C)[nH]c(-c2csc(C)n2)c1C	102	0.2	20	-5	-47	102	103	6	27	6	0
CCOc1ccc(N2C(=O)c3cccnc3C2Nc2ccc(C)cc2)cc1 (centres undefined)	109	1.1	12	14	-23	111	100	2	15	4	-4
CCOC(=O)N1CCC(NC(=O)c2ccc3c(c2)N(Cc2ccc(C)cc2)CCS3)CC1	91	3.7	nt	3	-4	90	94	3	7	25	-1

Given field by field: entries from further up.
CCOC(=O)N1CCC(NC(=O)CSCc2cnn(-c3ccccc3)c2-n2cccc2)CC1
  RGS7-Gao reg: 112	ABCB1 block: 1.8	Pf gametocyte: nt	Mcl1 Noxa PPI: 18	Mcl1 Bid PPI: -8	RGS4-Gao reg: 106	RGS8-Gao: 103	ABCG2 inh: 7	Avidin fluor: 19	GSH fluor: 10	Mcl-1 Bim block: -1
COC(=O)c1cn(-c2nc(C)c3c(n2)CCC3)nn1
  RGS7-Gao reg: ?	ABCB1 block: -0.3	Pf gametocyte: -1	Mcl1 Noxa PPI: 9	Mcl1 Bid PPI: -13	RGS4-Gao reg: 101	RGS8-Gao: 101	ABCG2 inh: 5	Avidin fluor: 8	GSH fluor: 13	Mcl-1 Bim block: 1

Next structures follow:
SMILES	RGS7-Gao reg	ABCB1 block	Pf gametocyte	Mcl1 Noxa PPI	Mcl1 Bid PPI	RGS4-Gao reg	RGS8-Gao	ABCG2 inh	Avidin fluor	GSH fluor	Mcl-1 Bim block
Cc1nc(N)sc1N=Nc1ccc(Br)cc1	99	1.1	-19	16	-11	97	98	36	10	24	-4
COc1ccc(-c2nn(-c3ccccc3)cc2/C=N/n2cnnc2)cc1OC	98	0.9	nt	6	5	95	102	7	11	30	-1
COc1cc(-c2cc(OC)c3c(C)oc(C)c3c(=O)c2)ccc1O	100	0.7	-8	24	-27	97	100	53	15	29	-1
O=S(=O)(NC1CCCCC1)c1ccc(Cl)s1	98	-1.5	nt	-12	-1	100	101	-5	15	32	-5
CCOc1ccc(S(=O)(=O)Nc2cc(S(=O)(=O)N(CC)CC)ccc2N2CCCC2)cc1	102	6.8	nt	-8	-33	101	100	14	12	3	0
CC1C/C(=N/Nc2nc3ccccc3[nH]2)CC(C)(C)C1 (centres undefined)	99	0.1	nt	-15	-96	99	105	0	5	13	0
CCS(=O)(=O)N1CCC(C(=O)NCc2ccc(OC)cc2)CC1	107	0.5	5	-30	-20	106	106	1	12	15	-5
Cc1cnn(C(=O)c2oc3ccccc3c2C)c1	98	0.1	nt	-6	-12	99	99	0	5	35	0
CN(C)c1ccc(-c2ccc([C@H]3[C@@H]4C=CCC[C@@]4(C)C(=O)N3Cc3ccccc3)c(F)c2)cc1	?	nt	17	-1	-101	95	97	nt	9	nt	nt
O=S(=O)(c1ccc(Cl)nc1)N1CCN(c2ncccn2)CC1	?	nt	-47	-3	-7	101	102	nt	2	nt	nt
O=c1c(F)cn(C2CCCO2)c(=O)n1Cc1ccccc1F (centres undefined)	96	-0.7	-4	1	6	97	99	1	12	36	-7
COc1ccc(CCN2C(=O)/C(=C\c3ccco3)SC2=S)cc1OC	100	0.0	-54	30	-28	98	100	1	9	20	3
Cc1ccc(OC(=O)C(C)c2cccc(C(=O)c3ccccc3)c2)cc1 (centres undefined)	101	0.2	17	12	-6	98	101	1	27	7	-4
O=c1c2ccccc2c(C=NC2CCS(=O)(=O)C2)c(O)n1-c1ccccc1 (centres undefined)	91	-0.2	nt	-8	-21	90	94	0	8	27	2
Cc1cc(C)n(-c2nc3ccccc3nc2N2CCN(C(=O)c3ccc(F)cc3)CC2)n1	102	1.4	nt	8	3	104	104	1	7	41	-7
CC(C)(C)S(=O)(=O)c1cnc(N2CCCC2)nc1N	?	nt	2	-3	-18	100	99	nt	7	nt	nt
N#C/C(=N\Nc1ccc(S(=O)(=O)N2CCCCCC2)cc1)C(N)=S	102	0.0	5	27	-47	100	99	6	9	18	-2
CCOC(=O)c1cc(-c2ccc(C)o2)n[nH]1	98	0.9	nt	8	-15	100	102	14	12	35	0
CCc1cc2c(=O)c(-c3nc(C)cs3)c(CCCC(=O)O)oc2cc1O	98	1.1	5	11	4	101	101	10	10	9	0
O=C(CC1C(=O)NCCN1Cc1ccc(F)cc1)NCCCn1cccn1 (centres undefined)	104	0.2	8	-11	-14	95	100	1	10	9	0
O=C(CN1CCSCC1)N1CCc2[nH]c3ccc(Br)cc3c2C1	95	0.6	nt	13	-24	95	101	7	12	18	2
OCCCc1nc2ccccc2n1CCOc1ccccc1	98	-2.1	nt	4	-6	95	97	-2	4	38	0
COc1ccc(Cn2c(=O)cc(C)[nH]c2=S)cc1	102	1.2	-23	26	-22	104	104	3	11	18	0
Cc1ccc([N+](=O)[O-])c(C(=O)N/N=C/c2cccs2)c1	?	nt	7	4	-34	101	102	nt	8	nt	nt
CCN(CC)CCOC(=O)C1(C2CCCCC2)CCCCC1	102	-0.1	nt	26	9	102	103	0	12	21	-3
COc1ccc2c(c1)[nH]c1c(=O)n(CCC3=CCCCC3)cnc12	94	0.3	nt	6	-29	94	97	2	6	25	3
CCn1c(SCc2nc3ccccc3[nH]2)nnc1-c1ccccc1OC	99	0.2	-7	-2	-3	101	99	42	14	39	-10
Cc1c(C(=O)Nc2cccc(Cl)c2)cn2c(nc3ccccc32)c1C#N	101	-0.2	-14	-15	26	102	101	0	10	13	0
CCN(CC)c1ccc(/C=N/NC(=O)c2cnccn2)c(O)c1	?	nt	2	16	-267	92	99	nt	8	nt	nt
CCn1ncc(Cl)c1C(=O)NC(=S)Nc1c(C)cc(C)cc1[N+](=O)[O-]	102	3.0	1	15	-5	102	102	15	13	22	-3
CCc1n[nH]c(=S)n1/N=C/c1cc(Br)c(OC)cc1OC	105	0.2	nt	21	-42	98	100	5	17	15	-5
O=C(CSc1cnc2ccccc2n1)c1ccc(F)cc1	106	1.7	-5	21	-12	101	103	9	1	6	-2
CCCCn1c(N)c(S(=O)(=O)c2ccc(C)cc2)c2nc3ccccc3nc21	102	0.8	-10	8	3	102	98	5	3	21	2
O=[N+]([O-])/C=C/c1cn(Cc2ccc(Cl)cc2)c2ccccc12	103	-0.7	28	-3	-23	104	102	-6	14	22	-3
CCCc1cc(SCC(=O)Nc2c(C)n(C)n(-c3ccccc3)c2=O)n2c(nc3ccccc32)c1C#N	94	-0.1	17	-50	66*	85	99	0	4	13	2
CC(=O)C(Sc1ccc2nnc(-c3cccnc3)n2n1)C(C)=O	99	0.0	-4	7	-39	103	104	0	22	10	2
O=C(Nc1c(C(=O)N2CCCC2)cnn1-c1ccccc1)c1cccc(F)c1	99	1.6	16	-2	6	95	90	-4	5	22	0
Cc1nc(-c2ccccn2)sc1C(=O)Nc1ccc(Cl)c(Cl)c1	99	-2.2	4	-65	16	99	101	-3	7	32	-1
COC(=O)[C@H](Cc1ccccc1)NC(=O)NCCC1=CCCCC1	102	0.2	nt	6	-37	100	105	1	6	45	0
CCOc1ccc(S(=O)(=O)NCCC(=O)NC2=NCCS2)cc1	100	1.0	15	19	-13	100	102	12	33	18	-6
Cc1occc1C(=O)N1CCN(c2ccccc2)CC1	99	0.3	-21	-4	-61	99	101	4	7	9	-2
O=S1(=O)N=C(N2CCc3ccccc3C2)c2ccccc21	104	0.4	nt	1	-20	104	104	3	11	8	5
COc1ccccc1C1CC(c2ccco2)=NN1S(C)(=O)=O (centres undefined)	96	0.0	-19	-8	-16	100	100	0	10	54	-5
COc1ccc(CCNS(=O)(=O)c2ccc3c(c2)oc(=O)n3C)cc1OC	101	0.5	nt	15	-12	101	99	5	26	15	-3
Cn1c2ccccc2c(=O)n2c(=O)c3ccccc3cc12	101	0.7	nt	1	-40	102	101	4	22	12	-2
Cc1ccc(NC(=O)COC(=O)CCC(=O)c2ccc(Cl)cc2)cc1S(=O)(=O)N(C)C	108	-0.2	nt	5	15	105	110	-2	11	13	-5
CC(NC(=O)OC(C)(C)C)C(=O)NC(CCC(=O)OCc1ccccc1)C(N)=O (centres undefined)	103	0.9	3	5	-13	98	104	19	8	12	5
CCC(=O)Nc1ccc(/C(C)=N/NC(=O)c2c(Br)c(C)nn2C)cc1	107	0.5	-9	-17	-12	110	106	9	16	9	-5
COc1ccc(-c2noc(CSc3nc(N)c(-c4ccccc4)c(=O)[nH]3)n2)cc1OC	101	0.2	nt	15	-11	101	99	5	14	51	-2
O=C(COc1cc(Cl)c(Cl)cc1Cl)Nn1cnnc1	103	1.8	-4	17	33	101	103	0	14	38	-14
Cc1nn(CCC#N)c(NC(=O)c2ccc(Cl)cc2)c1P(=O)(Nc1ccc([N+](=O)[O-])cc1)N1CCOCC1 (centres undefined)	100	-0.1	9	-2	4	103	99	0	8	11	-1
CCOc1ccc(NC(=O)CN2C(=O)C3CCCN3C2=O)cc1 (centres undefined)	99	0.1	nt	-3	-14	100	102	0	5	27	-1
